From PubChem BioAssay
TCR CD3 inh – inhibitors of human TCR-CD3 interaction, primary screen, biochemical, fluorescence, TAMRA-labeled TCR probe; 0.37% of 360,000 active; inhibition, % at 9.4 µM; in the data active = inhibition above about 19%;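 note: recombinant mutant TCR 2C K166C tagged with TAMRA read by polarization; 0% = receptor in buffer alone and 100% = receptor with positive control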
MBD2 DNA inh – inhibitors of MBD2 binding to methylated DNA, primary screen, biochemical, TR-FRET, DNA-binding domain, human. 0.31% of 370,000 active. Methyl-CpG-binding domain protein 2 (Homo sapiens), Q9UBB5. AID 686964, 2013. inhibition, % at 4.4 µM. MBD2 binding to methylated oligonucleotide; in the data active = inhibition above about 13%
rCAG binder – binders of r(CAG) RNA repeats, primary screen, biochemical, fluorescence; inhibition, % at 3 µM; 1.3% of 370,000 active; r(CAG) RNA repeat, TO-PRO-1 dye displacement fluorescence;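 active = inhibition above the plate cutoff, the mean of all test compounds on that plate plus 3 SD, cut at about 35% in these data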;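 note: 0% = DMSO alone and 100% = 100 µM mitoxantrone as full dye displacement; higher means more dye released from RNA so lower well fluorescence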
GC-B act – human GC-B receptor activators, primary screen, HEK293 GC-B cells, cGMP TR-FRET, EC30 CNP. 0% at EC30 CNP, 100% saturating CNP. AID 1920062, 2024. activation, % at 10 µM. Atrial natriuretic peptide receptor 2 (Homo sapiens), P20594. 0.11% of 370,000 active;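 active = activation at 10 µM reaching about 35% in either raw or pattern-adjusted values, limit read from the data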
TDP2 absorb – human TDP2 enzyme inhibitors, primary screen, biochemical, epi absorbance, recombinant enzyme; Tyrosyl-DNA phosphodiesterase 2 (Homo sapiens), O95551; T5PNP hydrolysis, p-nitrophenol absorbance 415 nm; inhibition, % at 12.8 µM; 0.34% of 370,000 active; AID 720702, 2013;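 active = inhibition above the mean of all tested compounds plus 3 SD, set per campaign, cut at about 25% in these data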;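 note: 0% = DMSO with enzyme and 100% = buffer with substrate but no TDP2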
Target sequence (O95551 whole entry, looked up): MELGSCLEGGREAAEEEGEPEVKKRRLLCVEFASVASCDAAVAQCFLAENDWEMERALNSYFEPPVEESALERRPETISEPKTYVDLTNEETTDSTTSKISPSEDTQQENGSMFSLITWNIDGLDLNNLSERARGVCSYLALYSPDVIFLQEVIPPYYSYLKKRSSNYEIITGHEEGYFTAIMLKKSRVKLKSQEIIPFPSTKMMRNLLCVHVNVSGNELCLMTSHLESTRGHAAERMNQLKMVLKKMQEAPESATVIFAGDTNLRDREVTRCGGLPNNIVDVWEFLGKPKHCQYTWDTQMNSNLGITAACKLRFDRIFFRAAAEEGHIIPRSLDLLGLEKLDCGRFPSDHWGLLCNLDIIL
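Evaluation: % inhibition relative to enzyme-containing and enzyme-free wells. Material: recombinant human TDP2. Benchmarks: enzyme-free and DMSO wells. Timing: enzyme reaction with compound for 2 h at 37 °C. Compound dosing: 12.8 µM only. Measured by: p-Nitrophenol epi absorbance. Reagent: T5PNP substrate at 5 mM, a TopII-DNA adduct mimic. Replication: single well per compound.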
SIAE primary – human SIAE inhibitors, primary screen, biochemical, fluorescence polarization, FP-Rh probe, 1536-well HTS. SIAE FP-Rh probe binding. inhibition, % at 9.66 µM. 0.69% of 370,000 active;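 active = inhibition above a cutoff: mean of compounds within the control limits plus 3 SD of those, cut at about 17% in these data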;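 note: 0% = plate median of compound wells and 100% = probe without SIAE protein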
mABHD4 FP – ABHD4 inhibitors, primary screen, biochemical, fluorescence polarization, mouse; (Lyso)-N-acylphosphatidylethanolamine lipase (Mus musculus), Q8VD66; purified mABHD4, FP-Rh probe fluorescence polarization; inhibition, % at 8.92 µM; 0.54% of 370,000 active;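 active = inhibition exceeding the mean over every tested compound plus 3 SD, cut at about 30% in these data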;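 note: 0% = plate median of compound wells and 100% = S159A mutant with DMSO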
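Assay system: mABHD4 protein; medium: HEPES pH 7.0, NaCl, Pluronic buffer; dosing: 8.92 µM, single dose; schedule: 45 min + 60 min at 25 °C; signal: FP readout, ex 525 nm / em 598 nm; read-out: normalized percent inhibition of probe labeling; repeats: single replicate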
HTRA1 inh – HTRA1 serine protease inhibitors, primary screen, biochemical, fluorescence polarization, HTS | recombinant HTRA1, FP-rhodamine activity-based probe | inhibition, % at 5.96 µM | 0.5% of 340,000 active | AID 504803, 2011; in the data active = inhibition above about 36%;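 note: 0% = enzyme with DMSO and 100% = wells lacking enzyme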
Target sequence (Q92743 whole entry, looked up): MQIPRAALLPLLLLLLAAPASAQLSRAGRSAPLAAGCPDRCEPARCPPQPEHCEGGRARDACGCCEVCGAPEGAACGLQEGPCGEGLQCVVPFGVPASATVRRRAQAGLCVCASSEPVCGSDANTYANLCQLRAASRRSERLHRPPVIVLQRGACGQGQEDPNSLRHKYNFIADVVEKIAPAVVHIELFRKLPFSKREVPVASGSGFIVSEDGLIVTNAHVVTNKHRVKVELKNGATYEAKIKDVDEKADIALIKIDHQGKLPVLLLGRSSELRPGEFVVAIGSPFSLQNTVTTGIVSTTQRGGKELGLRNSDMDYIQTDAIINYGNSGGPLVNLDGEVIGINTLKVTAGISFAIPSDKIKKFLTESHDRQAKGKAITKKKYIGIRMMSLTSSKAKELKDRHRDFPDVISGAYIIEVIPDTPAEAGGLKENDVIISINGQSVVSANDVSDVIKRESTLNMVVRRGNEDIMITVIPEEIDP
PRMT1 FP inh – PRMT1 methyltransferase inhibitors, primary screen, biochemical, fluorescence polarization. Protein arginine N-methyltransferase 1 (Homo sapiens), Q99873. recombinant PRMT1, activity-based probe fluorescence polarization. inhibition, % at 2.79 µM. 1.3% of 370,000 active;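 active = inhibition above about 21% made by adding two undisclosed values, limit read from the data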
LEDGF integ inh – blockers of LEDGF/p75-dependent integrase strand transfer – biochemical, TR-FRET, high throughput, primary screen. HIV-1 integrase (with human LEDGF/p75). TR-FRET IN-LEDGF/p75 DNA integration, Eu/Cy5. inhibition, % at 3.7 µM. 0.64% of 370,000 active. AID 743269, 2014;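 active = inhibition above the screen-wide mean plus 3 SD, cut at about 13% in these data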;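 note: signal is the Cy5 over europium emission ratio at 671 and 618 nm; 0% = plate median of compound wells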
Numbers without * were called inactive; / = not tested or not shown. This is a subset; rates above refer to the full screens.

SMILES | TCR CD3 inh | MBD2 DNA inh | rCAG binder | GC-B act | TDP2 absorb | SIAE primary | mABHD4 FP | HTRA1 inh | PRMT1 FP inh | LEDGF integ inh
O=C1C=C(c2n[nH]nc2-c2ccccc2)C[C@@H](c2ccc(F)cc2)C1 | 5 | 0 | 18 | 0 | -12 | 2 | -14 | -12 | -3 | 6
CC(C)C(=O)Nc1ccc2oc(-c3cc(F)c(F)cc3Cl)nc2c1 | 2 | 7 | 3 | -8 | -11 | -1 | -6 | 7 | 6 | 0
CCSc1nnc(NC(=O)COc2ccccc2[N+](=O)[O-])s1 | 8 | -1 | 2 | 4 | -10 | -8 | -11 | 0 | 3 | -2
Cn1c(=O)[nH]c(=O)c2c1nc(NN)n2CCOc1ccccc1 | -1 | -6 | 19 | 1 | -4 | 11 | 15 | 19 | 2 | -3
O=C(COc1ccccc1)Nc1cccc(-c2nnc(-c3ccccc3)o2)c1 | -5 | 0 | 0 | 3 | 6 | -18 | -21 | -41 | 4 | -1
CCNC(=O)C1(C)CCCN(C(=O)c2cc(C)n(C(C)(C)C)n2)C1 (stereo unspecified) | -1 | 4 | 0 | -2 | -13 | -7 | -8 | / | 0 | -1
Clc1cccc(CSc2ncn(-c3ccccc3)n2)c1 | 11 | -3 | -4 | -1 | -1 | 2 | -10 | -33 | 5 | 2
CC(C)(C)c1ccc(S(=O)(=O)N2CCN(c3ccccn3)CC2)cc1 | 1 | 5 | -3 | 0 | -4 | -5 | -2 | 6 | -3 | 1
Cc1c(NC(=O)C(C)Sc2n[nH]c(N)n2)c(=O)n(-c2ccccc2)n1C (stereo unspecified) | -2 | -1 | 4 | / | -3 | 8 | 2 | -4 | 1 | -2
COc1nc(Nc2cccc(F)c2)nc(OC)n1 | 1 | -3 | -2 | -6 | 11 | 2 | -1 | -3 | -4 | 1
CC(C)NC(=O)c1c(CSc2ccccc2)noc1C(=O)NCc1ccccc1 | 0 | -2 | -8 | 2 | -3 | 1 | -2 | -28 | -2 | 1
Nc1nc2c(c(=O)[nH]1)C(c1cccc3ccccc13)C1=C(N2)c2ccccc2C1=O (stereo unspecified) | 3 | -2 | 78* | 4 | 1 | -18 | -8 | -14 | 9 | 3
COc1cc2c(cc1N/C=C(\C#N)c1nc(-c3ccc(F)cc3)cs1)oc1ccccc12 | 3 | 2 | 2 | -15 | 1 | 1 | -4 | -3 | -3 | 0
Cc1cc(C(=O)N2CC(C)CC(C)C2)c(C)o1 (stereo unspecified) | -5 | 1 | -3 | -1 | -5 | 5 | -4 | -2 | 1 | -3
Cc1ccc(C)c(OCC(O)CN2CCN(CCN3C(=O)c4cccc5cccc(c45)C3=O)CC2)c1 (stereo unspecified) | 6 | 12 | -3 | -2 | -9 | -2 | 5 | -23 | 0 | 2

Reprinted from the part before: two compounds, then new ones.
SMILES | TCR CD3 inh | MBD2 DNA inh | rCAG binder | GC-B act | TDP2 absorb | SIAE primary | mABHD4 FP | HTRA1 inh | PRMT1 FP inh | LEDGF integ inh
Cc1cc(C(=O)N2CC(C)CC(C)C2)c(C)o1 (stereo unspecified) | -5 | 1 | -3 | -1 | -5 | 5 | -4 | -2 | 1 | -3
Cc1ccc(C)c(OCC(O)CN2CCN(CCN3C(=O)c4cccc5cccc(c45)C3=O)CC2)c1 (stereo unspecified) | 6 | 12 | -3 | -2 | -9 | -2 | 5 | -23 | 0 | 2
COc1ccccc1-c1cc(C(=O)Nc2c(F)cc(F)cc2Br)no1 | 3 | 8 | 2 | -7 | -2 | -2 | -15 | -29 | 3 | -1
COc1ccccc1C(=O)NCCC(=O)Nc1ncccc1O | 2 | 1 | -1 | 1 | -9 | -4 | -1 | 7 | -2 | 1
O=C(CNC(=O)c1cccc(F)c1)N/N=C/C=C/c1ccccc1 | -1 | 5 | -3 | 4 | 1 | -1 | 4 | -26 | 0 | -3
CN(CC(=O)Nc1cccc(S(=O)(=O)N2CCOCC2)c1)CC(=O)Nc1ccc(Cl)c(C(F)(F)F)c1 | 2 | -1 | -3 | 7 | 0 | -18 | -27 | -26 | -5 | 4
CCN(CC)c1nc(Nc2ccccc2)nc(Oc2ccc(=O)[nH]n2)n1 | -5 | 0 | -1 | 7 | 3 | -3 | 3 | -13 | -1 | -4
CCc1ccccc1NC(=O)Nc1cccc(F)c1 | -4 | -2 | 1 | -1 | 8 | -1 | -9 | -13 | -2 | 1
Clc1ccccc1-c1nnc2sc(-c3ccc(Br)o3)nn12 | 0 | 1 | 0 | 6 | -15 | 0 | 0 | -8 | 2 | 4
COc1ccc(NC(=S)N/N=C2\CC(C)(C)Oc3ccc(OC)cc32)cc1 | -8 | -5 | 14 | -4 | -19 | 7 | -1 | -6 | -2 | 4
C[C@H]1CN([C@@H](C)CO)C(=O)CCCn2cc(nn2)CO[C@@H]1CN(C)C(=O)Nc1cccc2ccccc12 | -1 | -4 | 3 | 0 | 6 | 4 | 0 | 7 | 7 | 1
COc1cc(C2SCC(=O)N2CCc2ccc(OC)c(OC)c2)ccc1O (stereo unspecified) | -1 | -5 | -4 | -3 | 9 | 1 | -2 | / | -1 | -1
COC(=O)C1CN(Cc2ccc(F)cc2)CCS(=O)(=O)N1Cc1ccc(C(F)(F)F)cc1 (stereo unspecified) | / | -4 | -1 | -6 | -7 | 2 | -10 | / | 0 | 3
COc1ccccc1NS(=O)(=O)c1cc(NC(=O)c2cc(F)c(F)c(F)c2F)ccc1N1CCOCC1 | 0 | 6 | 10 | -6 | -8 | -104 | -63 | -75 | 0 | -4
CC(NC(=O)COC(=O)c1ccc(N(C)C)cc1)c1ccccc1 (stereo unspecified) | -3 | 5 | -9 | 1 | -6 | -4 | -2 | -4 | 3 | -2
CC(=O)Nc1ccc(SCC(=O)NNC(=O)CN(C)S(=O)(=O)c2ccc(C)cc2)cc1 | -1 | 0 | 0 | -6 | 10 | 1 | 4 | 4 | 5 | 0
Cc1ccc2nc(-c3cccc(Cl)c3)c(Cc3ccccc3)n2c1 | 8 | -3 | 7 | 4 | 8 | -10 | -1 | / | -5 | 1
CC(=O)c1sc(NC(=O)COc2ccc(Br)cc2)nc1C | 1 | 1 | 4 | -3 | -2 | -7 | -2 | -5 | 1 | 1
CN(C)c1cc[n+](CC(=O)c2ccc(Br)cc2)cc1 | -3 | -2 | 2 | 1 | 0 | 3 | 1 | 5 | 0 | 2
FC(F)(F)c1ccccc1Cc1c(C2CCCCC2)nc2ccc(Cl)cn12 | -2 | 2 | 2 | 1 | 5 | -1 | -1 | / | 0 | 1
O=C(CCCC(=O)N(CC(=O)NC1CCCCC1)c1ccccc1F)Nc1ccccn1 | -4 | 1 | -8 | 1 | -11 | 13 | 3 | 3 | 0 | 3
CC(C)(C)c1ccc(Cn2ccc(-c3ccc4c(c3)OCO4)n2)cc1 | 1 | 0 | -3 | 6 | 2 | 2 | -1 | -14 | 0 | -2
COC(=O)c1ccc(-c2cc(CC3(C(=O)OC)CCN(C(=O)OC(C)(C)C)CC3)on2)cc1 | -12 | -5 | -4 | 2 | 7 | 3 | 0 | 9 | 2 | 2
COC(=O)[C@H]1C[C@@H]1[C@H](NC(=O)OCc1ccccc1)c1ccccc1 | -3 | -6 | -8 | -2 | 7 | 3 | -1 | -4 | 0 | 3
Cc1ccccc1-n1nc(C)c2c1N=C1C(Cl)=CC(Cl)=CN1C2c1ccc(C(=O)O)cc1 (stereo unspecified) | 2 | 2 | 25 | 4 | -3 | 12 | 10 | 9 | 11 | 7
Nc1ccc(Sc2nnnn2-c2ccccc2)c(Cl)c1 | 0 | -5 | -1 | -2 | 1 | -3 | 8 | -16 | 0 | 2
COc1ccc(C)cc1S(=O)(=O)N1CCN(c2ccccc2)CC1 | 7 | -1 | -3 | 3 | 0 | -1 | 6 | -14 | 0 | -2
O=C(CCS(=O)(=O)c1ccccc1)OCc1ccc([N+](=O)[O-])cc1 | 6 | -3 | 0 | -2 | 16 | 6 | 4 | 2 | -2 | 2
O=C(COC(=O)c1cc([N+](=O)[O-])ccc1N1CCOCC1)Nc1c(Cl)cccc1Cl | -3 | 1 | -1 | 0 | -4 | 1 | -3 | -1 | 2 | -3
CC(=O)Nc1cccc2ncccc12 | -7 | 0 | -3 | 1 | -6 | -2 | -9 | 4 | 5 | -3
Cc1csc(SCc2nc3scc(-c4ccccc4)c3c(=O)[nH]2)n1 | 4 | 4 | 1 | -2 | 3 | 6 | 0 | -7 | -6 | 0
c1ccc(CNCCN2CCNCC2)nc1 | 6 | 3 | -1 | 0 | 14 | 10 | 4 | 5 | 0 | 0
Cc1cccc(NC(=O)COC(=O)CN2CCCCCC2=O)c1C | -8 | 3 | 0 | 1 | 5 | 10 | 6 | 0 | 2 | -5
Cc1ccc(Cl)cc1NC(=O)[C@@H]1CCC(=O)N1C1OC(=O)c2ccccc21 (stereo partly specified) | -2 | -2 | 1 | -8 | 10 | 6 | -3 | 4 | -3 | -2
O=S(=O)(c1ccc(F)c2ccccc12)N1CCCCC1 | -3 | -1 | -2 | -1 | 11 | 7 | 2 | -3 | -1 | 1
O=C(O)c1ccc(CS(=O)(=O)c2ccc(Br)cc2)cc1 | -3 | 3 | 0 | -2 | -7 | -5 | -4 | 8 | 2 | 1
CC(C)Oc1ccc(OCCn2c(=S)[nH]c3c(N)ncnc32)cc1 | -7 | -5 | 5 | -2 | 6 | 13 | 5 | -5 | 4 | 2
S=C1NCN(Cc2ccco2)CN1 | 7 | 1 | -1 | -5 | 8 | 3 | 0 | 7 | 1 | 0
CC(NC(=O)c1cccs1)C1CCCO1 (stereo unspecified) | 8 | 5 | 9 | 1 | 5 | -1 | 1 | 1 | 1 | 2
CCC(C)Cn1cnc2c(SCc3ccccn3)nc(N)nc21 (stereo unspecified) | -1 | -6 | 2 | 10 | 2 | 4 | -2 | -3 | -3 | 3
CCCCn1c(N)c(N(C(=O)CSc2nnnn2-c2ccccc2C)C2CCCC2)c(=O)[nH]c1=O | 3 | 4 | -5 | -3 | 22 | 0 | 2 | 0 | -1 | 1
CN(CCN1CCOCC1)Cc1nc(-c2ccccc2)no1 | 11 | -5 | -3 | 0 | 2 | -3 | -1 | 0 | -4 | 5
CCOC(=O)c1cccc(C(=O)OCC)n1 | 7 | -2 | 0 | 2 | -2 | 1 | -4 | -2 | -1 | -1
